Rev-erbA mod: Rev-erb alpha (human) modulation; Rev-erbα–FITC-DNA binding, fluorescence polarization, 90 min; actives 0.79% (n = 370,000); activity, % at 10 µM; P20393;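 active = activity above about 14%, limit read from the data; passing the limit was not always enough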;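 also: 0% = DMSO wells with 35 nM protein and 100% = DMSO wells with 750 nM protein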
Target sequence (P20393 whole entry, looked up): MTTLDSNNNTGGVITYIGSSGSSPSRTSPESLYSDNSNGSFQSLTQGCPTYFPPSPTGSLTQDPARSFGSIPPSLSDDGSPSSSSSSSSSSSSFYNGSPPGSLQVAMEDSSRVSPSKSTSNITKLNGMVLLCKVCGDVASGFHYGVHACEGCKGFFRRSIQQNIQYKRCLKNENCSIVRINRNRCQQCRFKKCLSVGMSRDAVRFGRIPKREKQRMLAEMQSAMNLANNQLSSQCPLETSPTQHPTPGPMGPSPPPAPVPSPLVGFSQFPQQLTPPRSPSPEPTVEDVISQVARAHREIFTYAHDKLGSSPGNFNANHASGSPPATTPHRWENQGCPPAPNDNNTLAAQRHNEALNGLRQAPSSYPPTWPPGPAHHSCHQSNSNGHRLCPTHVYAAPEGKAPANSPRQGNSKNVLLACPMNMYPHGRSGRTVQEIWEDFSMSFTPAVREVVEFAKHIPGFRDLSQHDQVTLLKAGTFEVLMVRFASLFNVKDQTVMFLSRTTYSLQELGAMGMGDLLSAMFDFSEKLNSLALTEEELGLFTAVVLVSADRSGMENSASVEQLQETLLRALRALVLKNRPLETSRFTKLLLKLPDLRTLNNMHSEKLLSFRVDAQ
DAX1 inh-1: NR0B1 (DAX1) inhibition; P51843; HEK293 Gal4-DAX1 luciferase reporter, luminescence; inhibition, % at 6.75 µM; actives 0.99% (n = 340,000); AID 504766;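 active = inhibition above the mean over all tested compounds plus 3 SD, cut at about 4.2% in these data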;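 also: 0% = DAX1-transfected cells with DMSO and 100% = empty-vector control cells with DMSO; inhibition shows as a rise in luminescence from relieved DAX1 repression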
Target sequence (P51843 207-470 limits assumed): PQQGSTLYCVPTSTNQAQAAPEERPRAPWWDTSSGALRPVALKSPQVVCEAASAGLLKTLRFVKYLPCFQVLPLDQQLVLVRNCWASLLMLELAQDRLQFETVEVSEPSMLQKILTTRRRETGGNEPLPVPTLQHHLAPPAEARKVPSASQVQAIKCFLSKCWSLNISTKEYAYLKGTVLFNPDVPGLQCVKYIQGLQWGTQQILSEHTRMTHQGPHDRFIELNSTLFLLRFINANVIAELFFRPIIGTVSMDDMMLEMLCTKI
hcDAF12 agonist: activators of H. contortus DAF-12 nuclear receptor; HEK293 hcDAF-12 lit1-tk-luc reporter, luminescence; 0% DMSO, 100% Δ7-dafachronic acid; activation, % at 6.8 µM; actives 1.4% (n = 370,000); AID 652067;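 active = activation above the mean of all tested compounds plus 3 SD, cut at about 5.5% in these data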;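 also: 100% = response to 3 µM Δ7-dafachronic acid high control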
hgDAF12 agonist: agonists of H. glycines DAF-12 nuclear receptor; activation, % at 6.8 µM; AID 687014; HEK293 GAL4-hgDAF12 UAS-luciferase reporter, agonist luminescence; normalized to butyrate control; actives 1.8% (n = 370,000);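 active = activation above a cutoff set at the mean of all screened compounds plus 3 SD, cut at about 10% in these data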;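 also: 0% = DMSO wells and 100% = sodium butyrate wells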
SMARCA2 activ: SMARCA2 function activation, primary screen | MG213 cells, MMTV-luciferase reporter, dexamethasone, overnight | actives 1% (n = 370,000) | activation, % at 9.1 µM | AID 652017; in the data active = activation above about 7.8%;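 also: 0% = vehicle wells and 100% = reference activator wells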
GAA850 FXN act: frataxin GAA850 promoter activation. HEK293 lucGAA850 FXN promoter luciferase reporter, 24 h; percent of 10 µM SAHA response. activation, % at 6 µM. actives 0.56% (n = 360,000);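 active = activation above the average of all compounds screened plus 3 SD, cutoff fixed separately per campaign, cut at about 7.5% in these data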;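 also: 0% = DMSO wells and 100% = 10 µM SAHA wells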
ssDAF12 agonist: S. stercoralis DAF-12 activation, primary screen; HEK293 ssDAF-12/GRIP1 lit1-tk-luc reporter, luminescence; % of 3 µM dafachronic acid response; activation, % at 6.8 µM; actives 1% (n = 370,000); AID 652126;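 active = activation above the mean over all tested compounds plus 3 SD, cut at about 0.9% in these data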;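 also: 0% = DMSO-only wells and 100% = 3 µM delta7-dafachronic acid wells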
DAX1 inh-2: inhibitors of DAX1 repression of SF-1 activated StAR promoter; HEK293T StAR-luciferase reporter, SF-1/DAX-1 repression relief; inhibition, % at 6.8 µM; actives 1.1% (n = 370,000); AID 652010;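 active = inhibition above the mean over all tested compounds plus 3 SD, cut at about 3.6% in these data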;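 also: 0% = DAX-1 cells with DMSO and 100% = cells lacking DAX-1 with DMSO; higher inhibition means more luminescence from relief of DAX-1 repression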
PG9 Ab binder: small molecules binding HIV-1 gp120 antibody PG9; TR-FRET gp120-PG9 antibody binding; inhibition, % at 6.7 µM; actives 0.43% (n = 360,000); AID 624416; in the data active = inhibition above about 8.5%
sPLA2-III inh: Blocks human group III sPLA2 activity; Q9NZ20; inhibition, % at 12.2 µM; QFRET BODIPY PC-A2 liposome hydrolysis, fluorescence; actives 0.56% (n = 370,000);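 active = inhibition above mean plus 3 SD of compounds lying within the high and low control bounds, cut at about 19% in these data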;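 also: 0% = median of test compound wells and 100% = no enzyme DMSO wells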
PLC-beta3 inh: inhibitors of human phospholipase C beta3; Q01970; Purified PLC-beta3, fluorogenic substrate, fluorescence; inhibition, % at 12.2 µM; actives 0.18% (n = 370,000); in the data active = inhibition above about 11%;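 also: 0% = median of compound wells on plate and 100% = full blocker control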
Starred values were filed as active, the others as inactive; · = not tested or not shown.

SMILES	Rev-erbA mod	DAX1 inh-1	hcDAF12 agonist	hgDAF12 agonist	SMARCA2 activ	GAA850 FXN act	ssDAF12 agonist	DAX1 inh-2	PG9 Ab binder	sPLA2-III inh	PLC-beta3 inh
O=C(N/N=C/c1ccc(Cl)s1)c1ccccc1[N+](=O)[O-]	-3	-0.9	1.1	-2.2	3	-0.7	-1.2	-0.2	-2.3	4	8
COc1cc(C(=O)OCC(=O)NC2CC2)cc(OC)c1OC	-1	2.0	-0.6	2.8	-1	-0.7	-0.5	0.1	0.8	8	-6
O=C(c1ccco1)N1CCN(C(=O)c2ccccc2Oc2ccccc2)CC1	-4	-0.3	2.8	-2.0	-3	2.6	-1.4	1.0	-1.1	1	-1
Cc1cc2c(cc1C)NC(=O)CC(c1ccccc1)=N2	-1	2.8	0.4	12*	6	4.4	0.3	3.2	1.9	-1	-1
C/C(=N\NC(=O)c1c(Cl)c(C)nn1C)c1cccc(NC(=O)COc2ccc(Cl)cc2)c1	-3	1.0	-0.8	-0.8	-4	2.1	-0.8	0.7	2.8	4	3
CS(=O)(=O)N1CCCCC1c1cc(C(=O)Nc2cccc(C#N)c2)no1 (stereo unspecified)	-2	·	-2.2	4.0	3	2.4	-0.7	2.0	1.8	-7	-1
O=C(NC(=O)c1csnn1)Nc1ccccc1Cl	0	1.6	-0.5	1.8	2	1.1	-0.9	0.3	-1.1	-9	-2
CC1(C2CC2)NC(=O)N(CC(=O)N2CCN(c3ccccc3F)CC2)C1=O (stereo unspecified)	3	-0.4	-1.0	-1.0	-3	0.9	-1.1	1.3	-0.9	8	-2
Cn1ccnc1SCC(=O)Nc1cccc(C#N)c1	-2	0.4	0.3	-1.5	0	-0.2	-0.6	3.2	2.1	12	-8
COc1ccc2c(C)nc(Nc3nc(C)cc(C)n3)nc2c1	-12	1.9	0.0	-0.6	-2	-4.6	-0.1	-0.1	-0.1	5	-9
CSc1cc(/C=N/O)c(SC)s1	-5	-0.4	-1.1	1.1	0	0.9	-1.6	-0.4	0.4	4	-6
Brc1ccc(CNc2cc3c(cc2Br)OCCO3)cc1	3	0.0	-0.2	-1.8	-5	1.2	-1.0	0.5	0.6	7	-5
Cc1cccc(C)c1NC(=O)CN(C)C(=O)C(c1ccccc1)c1ccccc1	1	-1.7	0.2	-0.4	1	-1.0	-1.6	-0.3	-1.9	-6	3
Cn1c(C(=O)O)c(CC(=O)Nc2ccccc2F)c2ccccc21	-3	-0.8	2.3	0.5	4	0.9	0.1	-0.7	-1.3	-1	0
CCOC(=O)/C=C(/C)N1N=C(c2ccc(OC)cc2)CC1c1cccc([N+](=O)[O-])c1 (stereo unspecified)	-1	0.1	-1.4	4.4	-1	5.5	-0.8	0.3	-1.0	8	-4
CCc1nccn1S(=O)(=O)c1ccc(C)c(C)c1	-6	0.0	-1.0	1.6	4	1.7	-0.6	0.0	-2.0	3	5
CC(C(=O)Nc1nc2ccccc2s1)n1cc([N+](=O)[O-])cn1 (stereo unspecified)	-2	-0.3	0.6	-0.8	-2	1.1	-1.4	1.0	0.8	-1	-7
COc1ccc([N+](=O)[O-])cc1NC(=O)c1cc(C)c(C)o1	-2	-0.1	0.9	-0.5	-2	1.3	-1.3	0.2	0.3	0	-1
COc1ccc(CCNCCC(=O)Nc2c(C)cc(C)cc2C)cc1OC	2	-0.3	4.2	-2.1	9.0*	0.0	-1.0	-0.2	-2.8	-7	3
COc1ccc(CN(C)CC(=O)NC(C)c2ccccc2)cc1OC (stereo unspecified)	0	0.9	-0.3	-2.5	-3	3.2	-1.4	-0.2	1.2	0	-6
CS(=O)(=O)N1CCC2(CC1)OCCN2S(=O)(=O)c1ccccc1	-2	0.6	0.7	-0.5	-3	0.7	-0.7	-0.3	0.6	1	6
CCCc1nc2c(C)cc(Br)cn2c1Cc1ccsc1	-7	·	1.3	6.9	0	·	-0.4	-1.1	-1.0	-8	-25
COc1ccc(-c2cc(Cl)cc3c(=O)c4ccccc4n(C)c23)cc1F	3	0.4	0.1	3.1	0	2.3	-0.8	-0.1	1.9	3	-26
COC(=O)c1ccccc1NC(=O)C(=O)NCc1ccncc1	-4	0.5	2.8	-0.6	-2	3.5	-1.1	-0.3	-1.6	3	0
CS(=O)(=O)N(CCc1ccccc1)CC(=O)NCc1cccnc1	7	-0.4	-1.4	-1.1	1	-0.3	-0.5	-0.3	-1.1	3	0
COCCN1C[C@@H](CO)O[C@@H](n2cnc3c(NCc4ccc(F)cc4)ncnc32)C1	-9	·	1.4	1.2	-3	2.5	-0.9	-0.1	0.4	1	-1
COc1ccccc1-c1ocnc1C(=O)N1CCN(S(=O)(=O)c2ccc(NC(C)=O)cc2)CC1	2	1.0	-0.1	1.8	0	-0.1	-1.0	-0.3	1.1	0	-3
CC1CCC(CN2CCN=C2N(C)C)CC1 (stereo unspecified)	2	1.6	0.0	0.2	-2	-0.7	-1.0	0.2	1.5	7	2
Cc1nnc(SCC2=C(C(=O)O)N3C(=O)C(NC(=O)Cn4nc(C)c(Cl)c4C)C3SC2)s1 (stereo unspecified)	3	-0.5	-0.9	1.8	4	-0.9	-1.2	-0.5	1.7	9	0
CC(=O)Nc1ccc(N)cc1	-10	0.9	0.4	-1.5	-6	-1.4	-1.0	1.2	-0.6	14	-5
CCN1C(=O)/C(=C2/Sc3ccc(OC)cc3N2C)SC1=Nc1ccc(OC)cc1	-2	-0.1	2.9	3.2	0	2.1	-0.3	0.2	-2.5	1	3
Cc1cc(O)cc(O)c1C(=O)Cc1cscn1	-2	-1.5	-2.5	-4.6	1	-1.7	-1.5	-1.2	-1.0	-3	-1
Cc1ccc(S(=O)(=O)NN2C(=O)/C(=C/c3ccc(C(=O)O)cc3)SC2=S)cc1	0	-1.3	-0.1	1.4	0	0.1	-1.1	0.6	-2.9	-10	-1
O=C(O)CCCC(=O)N1N=C(c2ccccc2)CC1c1ccc2c(c1)OCO2 (stereo unspecified)	-2	3.1	-0.2	-0.7	0	-0.5	-0.3	-0.1	-0.9	0	-4
CCCCN1C(=S)NC[C@@H]1Cc1ccccc1	0	0.7	-1.7	3.2	1	2.0	-0.9	0.8	-0.6	8	0
COc1cc(C(=O)NCc2nnc(SCC(=O)Nc3cc(C)cc(C)c3)o2)cc(OC)c1OC	-2	1.8	-0.8	-1.4	-3	-1.9	-1.5	-0.1	-1.1	-2	2
O=c1c2ccccc2nc(-c2ccc([N+](=O)[O-])cc2)n1O	2	0.0	-0.6	-2.2	3	0.7	-0.7	-0.7	-3.0	-4	1
O=c1[nH]c(C2CCN(S(=O)(=O)c3ccccc3)CC2)nc2c1nnn2Cc1ccc2c(c1)OCCO2	3	0.0	-0.5	-2.5	-2	-1.4	0.0	-0.6	-4.4	-34	-3
Cc1ccc(-c2nc3c(Cl)cc(C(F)(F)F)cn3c2Cc2cccc(Cl)c2)cc1	-1	·	2.3	-0.2	-2	·	-0.2	1.2	-0.2	-3	-4
CC(=O)c1ccc(N2CCN(C(=O)C3CCC3)CC2)cc1	-4	0.5	-1.2	2.4	-1	5.4	-0.9	0.5	2.7	1	-5
O=c1c2ccccc2c(C=Nc2ccc(S(=O)(=O)N3CCCCC3)cc2)c(O)n1-c1ccc(Cl)cn1	-4	-0.7	2.6	1.5	-2	3.1	-1.0	0.4	-1.4	14	-115
Cc1ccc(N2C(=O)C3C4C=CC(C4)C3C2=O)cc1C (stereo unspecified)	-1	-0.2	-1.1	0.0	0	-1.5	-1.0	0.6	0.6	-4	2
CCN(CC)C(=O)CSc1nc2ccc(NC(=O)CSc3nccn3C)cc2s1	-10	-1.5	-1.8	1.0	-3	-1.8	-2.0	-1.6	-1.0	-7	-5
Cc1cccc(NC(=O)CSc2nncn2N)c1C	-4	2.1	1.4	1.9	2	-0.9	-0.4	0.6	-0.1	-5	-6
Oc1ccc2n[nH]nc2c1	-1	-0.2	0.3	-3.9	-4	-0.8	-0.8	0.2	1.0	6	-2

3 entries from above, sorted by count of non-hydrogen atoms, lowest first.
SMILES	Rev-erbA mod	DAX1 inh-1	hcDAF12 agonist	hgDAF12 agonist	SMARCA2 activ	GAA850 FXN act	ssDAF12 agonist	DAX1 inh-2	PG9 Ab binder	sPLA2-III inh	PLC-beta3 inh
CCCCN1C(=S)NC[C@@H]1Cc1ccccc1	0	0.7	-1.7	3.2	1	2.0	-0.9	0.8	-0.6	8	0
Cc1ccc(N2C(=O)C3C4C=CC(C4)C3C2=O)cc1C (stereo unspecified)	-1	-0.2	-1.1	0.0	0	-1.5	-1.0	0.6	0.6	-4	2
O=c1[nH]c(C2CCN(S(=O)(=O)c3ccccc3)CC2)nc2c1nnn2Cc1ccc2c(c1)OCCO2	3	0.0	-0.5	-2.5	-2	-1.4	0.0	-0.6	-4.4	-34	-3

(more compounds)
SMILES	Rev-erbA mod	DAX1 inh-1	hcDAF12 agonist	hgDAF12 agonist	SMARCA2 activ	GAA850 FXN act	ssDAF12 agonist	DAX1 inh-2	PG9 Ab binder	sPLA2-III inh	PLC-beta3 inh
CCN(CC)C(=O)Oc1ccc2c(=O)c(-c3ccccc3)coc2c1	-1	1.5	1.3	11*	13*	0.8	0.4	4.1*	-0.1	5	-14
CCCc1nnc(NC(=O)OCC)s1	11	-0.7	-0.9	-3.9	-1	2.1	-1.7	-0.1	-0.7	-2	1
CCC1(CC)C(=O)N=C2c3ccccc3C(=O)N21	0	1.6	-1.0	0.0	0	-1.9	-1.2	-0.3	-0.9	6	1
CCOC(=O)Cn1nc(/C=C/c2ccccc2)ccc1=O	-1	-0.8	-2.5	-0.5	1	-0.6	-1.5	-0.1	-0.7	0	-125
O=C(N/N=C/c1ccc2c(c1)OCO2)c1ccc2ccccc2n1	-5	-1.9	1.9	3.4	3	2.4	0.1	1.2	0.2	0	-54
COc1cc(N2C(=O)C=CC2=O)c(OC)cc1Cl	-5	2.1	0.8	0.0	-4	3.1	-2.1	-0.8	-2.9	3	-6
Cc1ncsc1CCOC(=O)c1cccnc1	-3	0.8	3.0	2.3	0	1.5	-1.0	0.1	-0.9	0	0
CCN1C(=O)C2C(c3cccc(F)c3)NC(CC)(C(=O)OC)C2C1=O (stereo unspecified)	-6	1.1	-1.1	1.8	1	0.5	-1.5	-0.7	0.3	12	3
COc1cccc(NC(=O)N(CCCN2CCOCC2)C(C)c2cc3ccccc3o2)c1 (stereo unspecified)	-3	-0.1	1.5	0.7	0	-1.2	-1.9	-0.3	-1.5	-2	0
COc1ncnc2c1NC1=C(S2)C(=NCCC(=O)O)CC(C)(C)C1	-1	0.1	-1.6	-1.0	0	1.8	-1.4	-0.5	-5.8	-2	-53
COc1ccc(NC(=O)NCc2ccco2)cc1OC	1	2.5	0.5	-0.5	6	0.6	-1.4	-0.2	-1.9	3	3
CC(C)CCNC(=O)C1CCN(S(=O)(=O)c2ccc3c(c2)CC(C)N3C(=O)C2CC2)CC1 (stereo unspecified)	2	0.4	-1.3	-1.5	-2	-0.6	-1.3	-0.4	-0.9	-2	-9
COc1ccc(N(CC(=O)N/N=C/c2cccc(OC)c2OC)S(=O)(=O)c2ccccc2)cc1	-6	0.3	-1.8	-0.2	-4	1.0	-0.9	0.2	-0.2	0	-24
C=CCSc1nc(-c2ccc(OC)cc2)c(C#N)c(=O)n1CC=C	2	-1.6	-0.8	-0.2	-4	-1.9	-1.6	-1.5	1.0	-7	-66
CCC(=O)NC(=S)Nc1ccccc1F	2	0.0	-0.8	2.3	2	5.2	-1.0	-0.9	-2.2	-3	2

Assay outcomes deposited in PubChem by several laboratories.
